Granule exo inh: LAMP-1 surface exposure blockers, TALL-104 cells – cell-based, flow cytometry, MLPCN library, primary screen; TALL-104 LAMP-1 surface exposure; cells stimulated with thapsigargin and PMA; inhibition, % at 10 µM; actives 0.66% (n = 360,000);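 active = inhibition above about 55%, limit read from the data; inconclusive = no clear call, values can overlap the other calls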
aDG glyco up: activators of alpha-DG glycosylation, primary screen, uHTS, Pro5-aDG cells, AlphaScreen; AID 624168, 2012; activation, % at 10 µM; alpha-DG glycosylation AlphaScreen (IIH6); 0% Pro5, 100% B10-LARGE cell signal; actives 0.22% (n = 360,000);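 active = activation of at least 8% versus controls, or a plate z-score of at least 8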;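 also: Pro5 are CHO cells carrying HIG-tagged alpha-DG that lacks glycosylation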
NR2E3 ag-1: NR2E3 agonists in two-hybrid cells, primary screen, cell-based, luminescence, CHO-S, Gal4-NCOR/VP16-NR2E3; Photoreceptor-specific nuclear receptor (Homo sapiens), Q9Y5X4; luciferase; inhibition of corepressor binding, % at 3.98 µM; actives 0.35% (n = 360,000); AID 602229, 2012;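 active = inhibition above the mean of all tested compounds plus 3 SD, cut at about 70% in these data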;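 also: 0% = DMSO with NR2E3 transfected cells and 100% = cells lacking NR2E3 construct; higher means lower luciferase signal from less NR2E3 corepressor binding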
Target sequence (Q9Y5X4 whole entry, looked up, the tested form may be a part): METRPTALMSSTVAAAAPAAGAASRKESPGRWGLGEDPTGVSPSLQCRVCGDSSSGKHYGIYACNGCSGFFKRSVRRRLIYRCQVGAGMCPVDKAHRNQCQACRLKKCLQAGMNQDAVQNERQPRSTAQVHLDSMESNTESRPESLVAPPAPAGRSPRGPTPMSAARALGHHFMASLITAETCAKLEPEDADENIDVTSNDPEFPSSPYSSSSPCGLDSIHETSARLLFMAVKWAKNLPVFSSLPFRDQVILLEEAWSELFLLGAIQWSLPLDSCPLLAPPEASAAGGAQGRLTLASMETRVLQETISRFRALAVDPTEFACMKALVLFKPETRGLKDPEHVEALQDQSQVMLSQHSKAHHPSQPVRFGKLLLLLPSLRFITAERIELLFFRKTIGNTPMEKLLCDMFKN
hiPSC survival: enhancers of single-cell hiPSC survival, primary screen, ATPlite luminescence; survival enhancement, % at 20 µM; 100% = ROCK inhibitor wells, 0% = DMSO; actives 0.044% (n = 360,000); in the data active = survival enhancement above about 18%;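 also: cells exposed to compounds for 16 hours before the ATP read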
PDI inh: inhibitors of human PDI, primary screen, biochemical, turbidity, single point, plate reader; Protein disulfide-isomerase (Homo sapiens), P07237; PDI insulin aggregation turbidity, A650, 90 min; inhibition, % at 10 µM; actives 0.052% (n = 350,000); AID 588391, 2011;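 active = mean inhibition across replicates of 30% or more, whatever share of single replicates reach that level; inconclusive = mean inhibition below 30% while every single replicate reaches 30%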;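 also: absorbance from insulin aggregation driven by PDI reduction with DTT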
Target sequence (P07237 whole entry, looked up): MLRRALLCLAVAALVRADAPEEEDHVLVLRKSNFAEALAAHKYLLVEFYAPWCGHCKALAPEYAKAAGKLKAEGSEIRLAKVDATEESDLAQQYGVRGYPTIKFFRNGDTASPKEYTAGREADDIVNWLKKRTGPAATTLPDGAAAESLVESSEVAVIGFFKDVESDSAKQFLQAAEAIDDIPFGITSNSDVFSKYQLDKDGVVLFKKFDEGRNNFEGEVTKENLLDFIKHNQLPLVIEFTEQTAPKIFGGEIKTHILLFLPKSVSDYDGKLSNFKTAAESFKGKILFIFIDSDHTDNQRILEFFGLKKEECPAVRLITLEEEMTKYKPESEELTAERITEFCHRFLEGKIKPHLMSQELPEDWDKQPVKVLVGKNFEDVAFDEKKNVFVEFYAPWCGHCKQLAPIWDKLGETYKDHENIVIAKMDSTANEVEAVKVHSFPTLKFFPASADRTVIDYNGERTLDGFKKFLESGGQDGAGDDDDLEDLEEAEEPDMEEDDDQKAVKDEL
NR2E3 ag-2: inhibitors of NR2E3-RetCOR corepressor binding, primary screen, NR2E3 agonist project, biochemical, TR-FRET, GST-NR2E3, biotin-RetCOR; Photoreceptor-specific nuclear receptor (Homo sapiens), Q9Y5X4; 1536-well; inhibition of corepressor binding, % at 4.78 µM; actives 0.12% (n = 320,000); AID 2300, 2010;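 active = percent inhibition above the cutoff of mean plus 3 SD of all tested compounds, set per screening campaign, cut at about 20% in these data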;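 also: 0% = DMSO wells and 100% = biotin wells as full block of FRET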
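Format: 1536-well format; test system: GST-NR2E3 and biotin-RetCOR proteins; read-out basis: percent inhibition of TR-FRET ratio; timing: 5 h incubation at 4 °C; detection: time-resolved FRET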
CaV13 FRET inh: Disruptors of the CACNA1D IQ motif to Ca2+-dependent inactivation inhibitor domain association, primary screening, Förster resonance energy transfer in intact living …; HEK cells, CFP/YFP FRET ICDI-IQ, plate reader, 10 min; percent FRET-ratio fall versus neutral wells; inhibition, % at 12.3 µM; actives 0.098% (n = 340,000); AID 743397;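 active = mean replicate inhibition of at least 30% and at least 1% of replicates passing that level; inconclusive = only one of the two criteria is met; inactive = neither criterion is met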;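 also: 0% = median of the neutral control wells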
Vif inh: HIV Vif self-association inhibitors, primary screen, imaging, HEK293T, single point | HEK293T cells, Vif self-association by quenched fluorescence, 24 h | inhibition, % at 7.49 µM | actives 0.35% (n = 340,000) | AID 602346, 2012; in the data active = inhibition above about 50%, passing the limit was not always enough; inconclusive = no clear call, values can overlap the other calls; inactive = below about 31%; also: some results filed as inactive read as strong as hits
Peg3 prom inh: Peg3 promoter-driven luciferase inhibitors, primary screen, cell-based, HeLa, luciferase luminescence | HeLa PEG-Prom luciferase reporter, overnight | actives 1.7% (n = 360,000) | inhibition, % at 20 µM;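 active = inhibition of at least 50% at 20 µM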
HIF-2a block: HIF-2a reporter inhibitors, primary screen, luminescence, 786-0 RCC cells; actives 0.72% (n = 360,000); 786-0 RCC cells HIF-2a reporter, luciferase luminescence, overnight; inhibition, % at 18.8 µM;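 active = inhibition of the luminescence signal of 40% or more relative to plate controls, in a single-dose primary screen at 18.75 µM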
TRPM1 prom inh: inhibitors of MITF-dependent TRPM1 promoter reporter, primary screen, cell-based, SK-MEL-5, single point, luciferase; SK-MEL-5 TRPM1 promoter luciferase, 24 h; inhibition, % at 12.5 µM; actives 0.83% (n = 330,000); AID 488899, 2010;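 active = mean inhibition across replicates of 60% or more, whatever share of single replicates reaches that level; inconclusive = some that reach 60%, reason not given; inactive = mean inhibition across replicates below 60%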; also: values of inactives mirror those of a sister screen read the other way
Numbers without * were called inactive; u = inconclusive; x = not tested or not shown. Not a hit list; 3.5% or so of the library scored in one or more.

Compound	Granule exo inh	aDG glyco up	NR2E3 ag-1	hiPSC survival	PDI inh	NR2E3 ag-2	CaV13 FRET inh	Vif inh	Peg3 prom inh	HIF-2a block	TRPM1 prom inh
Cc1cc(C)n2nc(C(=O)OCCOc3ccc(F)cc3)nc2n1	8	-0.2	-2	-1.9	-1	2	x	2	13	6	-5
CCCC1C2C(=O)N(c3ccccc3)C(=O)C2ON1c1ccccc1 (stereo unspecified)	-1	-0.2	-21	3.0	-4	-3	-4	2	4	9	-3
CCCC(C)C1c2c(c(C)c(C)oc2=O)Oc2c(C)c(C)oc(=O)c21 (stereo unspecified)	-13	0.3	-6	-2.0	-4	x	-10	-12	4	-6	-8
COc1ccc(S(=O)(=O)N2CCOC23CCN(S(=O)(=O)c2ccc(Cl)cc2)CC3)cc1	0	0.2	5	0.3	-2	0	x	x	1	4	7
Cc1n[nH]c2ccc([N+](=O)[O-])cc2c1=O	0	-0.2	4	-0.2	10	x	-16	-20	5	3	x
COC(=O)c1ccc(NC(=O)CSc2nnc(COc3ccc4c(c3)CCCC4)o2)cc1	1	0.2	-8	-2.5	-17	-2	-8	9	2	0	-3
CCOc1cc(C(=O)Nc2ncccn2)cc(OCC)c1OCC	1	-0.2	-7	-1.3	-4	-5	-2	-1	2	22	4
CCOc1cc(OCC)nc(S(C)(=O)=O)n1	0	1.0	2	-1.8	-7	0	-3	-2	17	12	10
CC1CN(Cc2nc3c(c(=O)n(C)c(=O)n3C)n2Cc2cccc(Cl)c2)CC(C)O1 (stereo unspecified)	4	-0.1	-18	-2.3	x	0	-1	-6	22	14	-10
Cc1ccc(NC2SC(=O)N(Cc3cccc(C(=O)O)c3)C2=O)cc1 (stereo unspecified)	-2	0.0	-55	3.8	-4	3	-5	1	-34	2	-15
Cc1ccc(-c2nnn3c2nc(Cl)c2ccccc23)cc1	6	-0.3	-53	-0.4	-1	x	-22	2	-10	-94	15
COc1ccc(-n2nc(C(=O)NCC(=O)NCc3ccco3)c3ccccc3c2=O)cc1Cl	-2	-0.3	-11	-1.2	0	1	-4	-9	20	20	-3
O=C(CSc1nnc(-c2ccc(OC(F)F)cc2)o1)NCc1cccs1	-4	0.2	-13	-0.2	-6	3	0	2	-8	-29	-2
COC(=O)c1ccccc1NC(=O)c1cnn2c(C)cc(C)nc12	0	-0.2	-3	0.5	-13	3	3	-1	10	21	6
COc1ccc(C2CC3(CC(C)(C)NC(=O)N3)Oc3cc(O)ccc32)cc1 (stereo unspecified)	0	-0.4	-7	-0.4	-2	-1	-7	-2	-7	5	1
COc1ccc(-c2nnc(SCC(=O)O)n2C)cc1OC	-5	0.3	-12	-1.6	1	6	6	3	12	16	7
Cc1cc(C(=O)NNC(=O)C(CCC(N)=O)NS(=O)(=O)c2ccc(Cl)cc2)c(C)o1 (stereo unspecified)	6	-0.1	-19	-2.2	-55	x	-3	0	-1	11	-6
CCN(CC)c1ccc(NC(=O)/C=C\c2ccccc2Cl)cc1	25	0.2	-90	-1.2	-4	-1	x	0	-182	-274	-95
COc1ccc(CC(=O)N(C)Cc2ccc(Cl)cc2)cc1S(=O)(=O)N1CCOCC1	5	-0.1	8	0.3	3	6	-6	1	10	-5	0
Cc1nc(-c2ccc(C(F)(F)F)cc2)sc1C(=O)NN	-14	-0.2	-49	0.1	-5	-5	-3	4	-105	-128	-15
Cc1ccc(NC(=O)N2CCC(O)(c3cccnc3)CC2)cc1	0	0.4	-31	0.5	-6	3	-4	2	-5	-29	4
CC1C(=O)N2CCCc3cc(NS(=O)(=O)c4ccccc4)cc1c32 (stereo unspecified)	0	0.1	4	-0.1	-31	0	-6	3	0	19	-7
CSc1ccc(C2(O)Cc3cccc[n+]3C2c2ccccc2)cc1 (stereo unspecified)	7	-0.1	17	-0.6	1	-3	-21	8	7	4	-2
Cc1cc(NC(=O)CN2C(=O)N(C)C3(CCCCC3)C2=O)ccc1Br	1	-0.1	2	-0.1	-5	3	-3	5	-5	0	-8
O=C(NCc1ccccc1)[C@@H]1CSC2c3ccccc3C(=O)N21 (stereo partly specified)	2	-0.1	4	0.2	-11	0	-6	0	17	3	8

Part of the list above, with values under each structure:
Results follow in this order: Granule exo inh | aDG glyco up | NR2E3 ag-1 | hiPSC survival | PDI inh | NR2E3 ag-2 | CaV13 FRET inh | Vif inh | Peg3 prom inh | HIF-2a block | TRPM1 prom inh
Cc1n[nH]c2ccc([N+](=O)[O-])cc2c1=O
  0 | -0.2 | 4 | -0.2 | 10 | x | -16 | -20 | 5 | 3 | x
Cc1cc(NC(=O)CN2C(=O)N(C)C3(CCCCC3)C2=O)ccc1Br
  1 | -0.1 | 2 | -0.1 | -5 | 3 | -3 | 5 | -5 | 0 | -8
COc1ccc(-n2nc(C(=O)NCC(=O)NCc3ccco3)c3ccccc3c2=O)cc1Cl
  -2 | -0.3 | -11 | -1.2 | 0 | 1 | -4 | -9 | 20 | 20 | -3
COC(=O)c1ccc(NC(=O)CSc2nnc(COc3ccc4c(c3)CCCC4)o2)cc1
  1 | 0.2 | -8 | -2.5 | -17 | -2 | -8 | 9 | 2 | 0 | -3

(further entries)
Compound	Granule exo inh	aDG glyco up	NR2E3 ag-1	hiPSC survival	PDI inh	NR2E3 ag-2	CaV13 FRET inh	Vif inh	Peg3 prom inh	HIF-2a block	TRPM1 prom inh
O=C(NCc1ccccc1Cl)[C@H]1CCCN1C(=O)[C@H]1CCCN1C(=O)c1ccc(Cl)cc1	0	0.0	0	0.3	x	x	-6	x	x	7	x
COc1cc(/C=C/C(=O)c2ccc(O)cc2)ccc1OCC#N	0	0.1	30	-1.3	u	-3	-3	42	97*	51*	22
CCCNC(=O)C(Cc1ccccc1F)NC(=O)c1ccc(C#N)cc1 (stereo unspecified)	-3	-0.2	7	9.0	0	2	-9	-2	-3	13	-2
O=C(Cc1nnc(NC(=O)Nc2ccc(F)cc2)s1)NCc1ccccc1	-3	-0.1	-16	0.0	-1	-1	-5	-6	3	12	x
Cc1ccc(S(=O)(=O)c2c(N)n(Cc3ccco3)c3nc4ccccc4nc23)cc1	13	17*	8	-0.9	3	-2	-5	-7	16	34	11
CCN(CC(=O)NC(=O)NCc1ccccc1)CC(=O)Nc1cc(Cl)ccc1C	4	-0.2	8	-0.5	10	-1	-2	-4	2	5	10
CC[C@]12c3[nH]c4cc(CCC(=O)N(C)C)ccc4c3CCN1C(=O)[C@@H](CC(=O)NCCC1=CCCCC1)C[C@@H]2C(=O)N1CCN(C(=O)c2ccco2)CC1	-1	-0.2	-7	0.2	1	x	-4	-8	-10	-1	18
CC(C)=CCC/C(C)=C/C=N/NC(=O)c1cccc([N+](=O)[O-])c1	-3	0.0	-18	4.6	-1	1	-5	17	15	8	-2
Cc1nc(-c2ccncc2)sc1C(=O)Nc1ccc(Cl)cc1	9	0.2	14	-3.0	-1	-2	-4	0	-2	4	-11
CC1CC(C)CN(C(=O)CCCn2c(=S)[nH]c3ccccc3c2=O)C1 (stereo unspecified)	1	0.4	-5	0.0	-6	3	-5	-7	6	12	2
CCC(C(=O)NCC1CCCO1)N(C(=O)c1snc(C(N)=O)c1N)c1ccc(Cl)cc1 (stereo unspecified)	-7	-0.1	-16	-0.2	7	2	-5	3	10	18	19
Cc1ccc(NC(=O)C(c2ccccc2)c2ccccc2)c(O)c1	-6	-0.1	11	0.0	-2	3	-5	-3	8	6	4
CC(C)C[C@H]1CN([C@@H](Cc2ccc(O)cc2)CN2CCC[C@H]2CN2C(=O)C(=O)NC[C@@H]2Cc2ccccc2)C(=O)C(=O)N1CCc1ccccc1	-3	0.2	5	-0.2	x	x	-9	x	x	-3	x
CCn1nccc1NC(=O)c1csc([C@H]2C[C@H](O)[C@@H](CO)O2)n1	6	-0.1	-50	0.2	5	x	-8	-1	5	1	x
N#Cc1ccsc1NC(=O)CN1CCN(Cc2ccccc2)CC1	-4	0.2	-26	-1.8	-3	-2	-6	0	6	20	-2
Nc1ccn(CC(=O)NCCCc2ccccc2)c(=O)n1	-2	-0.2	-5	-2.7	1	-1	-5	-2	3	12	-8
Cc1nn(CC(=O)Nc2ccc(Br)cc2F)c(=O)c2cccn12	-4	0.0	-10	-0.5	3	-5	-7	0	9	13	-2
Cc1cccc(C(=O)N2CC3(C)CC2CC(C)(C)C3)c1 (stereo unspecified)	0	-0.1	-17	1.1	2	0	-6	2	1	14	5
CCOc1ccc(Br)cc1S(=O)(=O)Nc1ccc(C(=O)OCC(=O)N(C)c2ccccc2)cc1	0	0.3	-20	0.7	2	3	-4	x	8	13	2
O=C1CC[C@@H](CN(Cc2ccccc2)Cc2cn[nH]c2-c2cc3ccccc3o2)N1	-4	0.3	-10	-0.8	-4	4	1	-7	26	8	8
COCCSc1ccccc1C(=O)NCC1CCCO1 (stereo unspecified)	-3	-0.3	-11	1.7	0	3	-7	4	4	-3	9

Whole records, looked up by structure. Order of screens: Granule exo inh	aDG glyco up	NR2E3 ag-1	hiPSC survival	PDI inh	NR2E3 ag-2	CaV13 FRET inh	Vif inh	Peg3 prom inh	HIF-2a block	TRPM1 prom inh
Cc1nn(CC(=O)Nc2ccc(Br)cc2F)c(=O)c2cccn12 is listed as -4	0.0	-10	-0.5	3	-5	-7	0	9	13	-2
Cc1nc(-c2ccncc2)sc1C(=O)Nc1ccc(Cl)cc1 is listed as 9	0.2	14	-3.0	-1	-2	-4	0	-2	4	-11
Cc1cccc(C(=O)N2CC3(C)CC2CC(C)(C)C3)c1 (stereo unspecified) is listed as 0	-0.1	-17	1.1	2	0	-6	2	1	14	5
CCC(C(=O)NCC1CCCO1)N(C(=O)c1snc(C(N)=O)c1N)c1ccc(Cl)cc1 (stereo unspecified) is listed as -7	-0.1	-16	-0.2	7	2	-5	3	10	18	19
CCCNC(=O)C(Cc1ccccc1F)NC(=O)c1ccc(C#N)cc1 (stereo unspecified) is listed as -3	-0.2	7	9.0	0	2	-9	-2	-3	13	-2

Screening results from PubChem.
